# tim10-1 inh – inhibits growth of tim10-1 mutant yeast; inhibition, % at 20 µM; hit rate 2.2% among 330,000; S. cerevisiae tim10-1 ts strain growth, BacTiter-Glo, 24 h;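 active = inhibition of at least 40%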;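 also: mutant grown at 25 °C; 0% = DMSO wells with yeast and 100% = wells holding no yeast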
# Mdm2-MdmX inh – human Mdm2/MdmX binding inhibition. AID 485346. hit rate 3% among 330,000. inhibition, % at 8 µM. SaOS-2 split-luciferase Mdm2/MdmX complementation, luminescence;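 active = inhibition of at least 50% at 8 µM in the primary screen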
# Target sequence (O15151 whole entry, looked up): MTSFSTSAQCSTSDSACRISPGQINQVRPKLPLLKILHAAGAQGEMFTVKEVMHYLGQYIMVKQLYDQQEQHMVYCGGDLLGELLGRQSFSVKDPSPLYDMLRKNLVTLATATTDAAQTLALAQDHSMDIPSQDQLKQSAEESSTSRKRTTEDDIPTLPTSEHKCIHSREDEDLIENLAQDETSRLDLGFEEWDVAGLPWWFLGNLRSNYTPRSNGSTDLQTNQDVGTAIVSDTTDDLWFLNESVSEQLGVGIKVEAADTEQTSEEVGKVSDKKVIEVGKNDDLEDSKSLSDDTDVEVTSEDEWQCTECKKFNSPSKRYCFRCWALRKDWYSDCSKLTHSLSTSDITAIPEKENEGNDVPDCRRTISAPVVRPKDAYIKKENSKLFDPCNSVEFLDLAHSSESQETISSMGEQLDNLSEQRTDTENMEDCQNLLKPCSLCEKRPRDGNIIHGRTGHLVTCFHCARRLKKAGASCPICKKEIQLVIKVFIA
# Target sequence (Q00987 whole entry, looked up): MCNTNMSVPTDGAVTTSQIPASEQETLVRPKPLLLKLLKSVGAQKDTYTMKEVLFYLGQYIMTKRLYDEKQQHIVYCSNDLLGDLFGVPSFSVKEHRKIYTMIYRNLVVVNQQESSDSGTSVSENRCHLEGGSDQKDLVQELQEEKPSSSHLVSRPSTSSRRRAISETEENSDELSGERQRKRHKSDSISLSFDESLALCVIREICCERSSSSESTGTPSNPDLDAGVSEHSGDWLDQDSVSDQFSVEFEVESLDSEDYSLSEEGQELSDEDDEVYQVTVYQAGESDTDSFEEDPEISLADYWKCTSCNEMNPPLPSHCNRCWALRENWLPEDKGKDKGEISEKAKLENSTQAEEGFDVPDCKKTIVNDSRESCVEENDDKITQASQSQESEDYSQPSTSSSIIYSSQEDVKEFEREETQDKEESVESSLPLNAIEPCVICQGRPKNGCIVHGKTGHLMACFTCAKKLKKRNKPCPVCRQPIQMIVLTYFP
# TIM10 inh – growth inhibitors of TIM10 yeast strain | S. cerevisiae TIM10 strain growth, BacTiter-Glo luminescence, 24 h | inhibition, % at 10 µM | hit rate 1.4% among 330,000 | AID 463195;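 active = inhibition of 40% or more at the single tested concentration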;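 also: wild-type TIM10 isogenic control strain grown at permissive 25 °C; 0% = DMSO yeast wells and 100% = minimal medium wells without yeast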
# 697 NFkB inh – inhibitors of the PMA/ionomycin-induced NF-kB reporter in 697 B cells; 697 B-cell NF-kB luciferase reporter, 16 h; inhibition, % at 4 µM; hit rate 0.33% among 330,000; AID 435022; in the data active = inhibition above about 35%
# Jurkat NFkB inh – inhibitors of the PMA/ionomycin-induced NF-kB reporter in Jurkat cells | PMA/ionomycin-induced NF-kB luciferase reporter, luminescence | hit rate 0.53% among 330,000 | AID 435003 | inhibition, % at 4 µM; in the data active = inhibition above about 50%
# tim23-1 inh – growth inhibitors of tim23-1 mutant yeast. S. cerevisiae tim23-1 growth, BacTiter-Glo luminescence, 24 h. inhibition, % at 20 µM. hit rate 1.3% among 330,000. AID 463212;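 active = growth inhibition of the mutant yeast at or above 50%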;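 also: temperature-sensitive mutant grown at 25 °C; plate controls were DMSO-treated mutant yeast for no effect and medium wells lacking yeast for full effect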
# CHOP UPR activ – activators of apoptotic arm of unfolded protein response (CHOP); CHO-CHOP luciferase reporter, UPR activation, luminescence; percent of tunicamycin response over DMSO baseline; activation, % at 10 µM; hit rate 0.34% among 330,000; AID 449763;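 active = at 10 µM dose, activation of 40% or more, normalized to positive control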;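 also: 100% = tunicamycin at 10 µg/mL and 0% = DMSO alone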
#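 Dosing – one dose, 10 µM in 0.5% DMSO · System – CHO-CHOP cells, stable luciferase reporter of PERK-eIF2a-CHOP signalling · Input – 500 cells/well · Control set – tunicamycin 10 µg/mL final as positive, DMSO-only wells as negative · Timing – 6 h compound treatment, 37 °C · Measure – % activation vs tunicamycin · Technique – luminescence read with Steady-Glo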
# XBP1 UPR activ – activators of adaptive arm of unfolded protein response (XBP1); CHO-XBP1 luciferase reporter, IRE1-XBP1 UPR activation, luminescence; percent of tunicamycin response, DMSO as zero; activation, % at 20 µM; hit rate 0.33% among 330,000;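 active = versus positive control, 20 µM dose yields 30% or more activation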;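 also: 100% = tunicamycin at 10 µg/mL and 0% = DMSO only wells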
#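 incubation = overnight seeding at 37 °C, 6 h compound treatment at 37 °C | assay system = CHO-XBP1 cells stably carrying IRE1-XBP1-driven luciferase reporter | input = 1000 cells per well | detection = luciferase luminescence | dosing = single point, 20 µM final compound, 1% DMSO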
# The depositor's hits bear a star.
smiles	tim10-1 inh	Mdm2-MdmX inh	TIM10 inh	697 NFkB inh	Jurkat NFkB inh	tim23-1 inh	CHOP UPR activ	XBP1 UPR activ
COc1ccc(CNC(=O)CSc2nc3[nH]ncc3c(=O)n2-c2ccccc2Br)cc1	7	-10	-5	6	5	14	1.7	-2
Cc1sc2ncn(CC(=O)N(CC(=O)NC3CCCC3)Cc3cccs3)c(=O)c2c1C	7	-8	1	12	4	14	1.2	-1
CCC1=C(OC(=O)N(CC)CC)N2C(=O)OC(=NCCOC)[C@]2(Cc2ccccc2)[C@H]2C1=CC[C@H]1C(=O)N(C)C(=O)[C@H]12	6	22	12	-5	8	14	-0.3	0
Cc1ccc(NCCC(=O)c2cccc([N+](=O)[O-])c2)c(C)c1	37	30	-4	-37	-50	23	5.5	4
O=C(O)c1ccc(NC2OC[C@@H](O)[C@H](O)[C@H]2O)cc1 (stereo partly specified)	-1	-2	3	-17	-17	-1	-0.6	-6
COc1ccc(CCN(C)C(=O)CCNS(=O)(=O)c2ccccc2C(F)(F)F)cc1OC	-4	-10	12	-8	-13	9	1.1	-2
C[C@H](OC(=O)N1CCN(C(c2ccccc2)c2ccccc2)CC1)[C@@H]1O[C@@]2(C)CCC[C@H]1O2	26	-10	26	1	0	38	-0.1	-2
COc1ccc(NC(=O)/C(Cl)=C(/Cl)S(=O)Cc2ccccc2Cl)cn1 (stereo unspecified)	42*	98*	55*	-349	100*	79*	-11	-7
CC1=C(C(=O)OCc2ccccc2)C(c2ccc(C)o2)C2=C(CCCC2=O)N1 (stereo unspecified)	13	7	9	-4	-14	2	-0.7	-3
CC(C)OCc1ccc(C(=O)N2CCN(S(=O)(=O)c3ccc(Br)s3)CC2)cc1	18	-7	14	7	12	26	-1.0	0
O=C(O)c1ccc(/C=N/Nc2ccc(S(=O)(=O)N3CCCC3)cc2[N+](=O)[O-])cc1	-30	28	0	-3	-5	26	-1.8	2
Cc1ccc(C(=O)C2CCN(CC(=O)Nc3nc(C)cs3)CC2)cc1	-2	8	-3	-30	17	22	-1.7	0
O=[N+]([O-])c1ccc(Cc2nnc(-c3ccccc3Cl)o2)cc1	0	-84	-4	-114	-103	11	3.1	4
COc1ccc(NC(=O)CN(c2cccc(F)c2)S(C)(=O)=O)cc1OC	3	-17	-2	4	7	-3	-0.5	-4
N#C/C(=C(/O)CN1CCCC1)c1nc(-c2ccccc2)cs1	0	-19	8	7	-18	7	4.3	1
COc1cc(C)ccc1OCCCCNCc1ccccc1	-23	-2	-8	-7	9	2	0.7	-4
Cc1ccc(Sc2nnc(-c3ccccc3)cc2C#N)cc1	7	26	11	-6	-14	9	0.5	10
COc1ccc(/C=N/N=C/c2ccc(OC)c(OC)c2)cc1OC	19	2	-4	0	-19	3	0.4	2
CCN(CC(=O)NCc1cccs1)S(=O)(=O)c1ccc(F)c(F)c1F	-8	-11	-10	-3	0	-2	0.5	1
COC(=O)Cn1nc(-c2ccccc2)n(-c2ccccc2)c1=S	23	2	14	9	-1	18	3.5	-1
CC(=O)c1cccc(NC(=S)Nc2ccc(F)cc2)c1	13	-1	-11	-45	-26	13	1.3	-4
C/C(=N\NC(=O)C(=O)Nc1cccc(Cl)c1)c1ccncc1	-2	-6	10	-11	13	-2	5.4	2
CCOC(=O)c1ccc(NC(=O)NC2CC3CCC(C2)N3C(=S)NC)cc1 (stereo unspecified)	5	-18	-11	3	-9	24	2.7	2
O=C(Nc1nc2ccccc2s1)C1CCCN1S(=O)(=O)c1ccc(Cl)cc1 (stereo unspecified)	40	22	7	3	-11	55*	-3.8	5
CCOC(=O)c1sc(NC(=O)CC)nc1C	15	7	2	-15	-6	20	1.0	-2
Cc1ccc(/C=N/NC(=O)C2CC(=O)N(c3ccccc3)C2)s1 (stereo unspecified)	28	47	11	-16	35	9	5.1	-1
COc1ccc(-n2nc(C(=O)NCC(=O)N3CCN(c4ccccn4)CC3)c3ccccc3c2=O)cc1OC	16	-5	5	6	-3	7	2.6	1
Cc1ccc(NC(=O)C(Nc2ccccc2)c2ccccc2)cc1 (stereo unspecified)	6	21	32	-14	-10	17	0.9	-2
Cc1c(C(=O)NCCCN2CCCC2=O)oc2ccccc12	4	-12	7	7	-4	7	3.3	2
O=C(c1ccco1)N1CCN(C(c2ccccn2)c2nnnn2C2CCCC2)CC1 (stereo unspecified)	-11	-6	9	-19	2	9	-0.3	-1
COc1ccc(Cl)cc1NC(=O)CN(C)C(=O)COc1ccccc1F	-20	-4	5	-9	-1	14	-0.3	-4
NC(=O)C1=C[C@H](c2ccc(Br)cc2)C[C@H](OCc2ccc(CO)cc2)O1	15	-66	6	-21	-23	21	3.4	2
COc1cc(C2c3sc(=O)[nH]c3SC3C4CCC(C4)C23)ccc1O (stereo unspecified)	27	-22	6	-8	1	18	0.2	1
CCN1CCN(CC(=O)c2c[nH]c3ccc(C)cc23)CC1	12	6	2	-34	-12	-2	1.2	4
CCC(C)NC(=O)c1cc(-c2ccccc2O)on1 (stereo unspecified)	-13	-85	-10	-39	-63	18	5.7	3
Cc1ccc(NS(=O)(=O)c2ccc3[nH]c(=O)[nH]c3c2)cc1	-2	11	1	-2	19	-2	3.5	-4
COc1ccc(CNC(=O)C2CCN(C(=O)c3ccc(F)cc3)CC2)cc1OC	8	-4	5	11	3	11	1.7	0
COc1cccc(-c2nnc(SCC(=O)N3CCCc4ccccc43)o2)c1	16	4	-14	2	-4	19	0.1	-5
O=C(CCn1cccc1)Nc1cc(F)ccc1F	9	17	-29	9	-15	-4	-2.9	-1
C=CCN(C(=O)CSc1nc2c(sc3ccccc32)c(=O)n1CCN(CC)CC)c1ccccc1	39	26	51*	18	-8	26	2.8	2
Cc1ccccc1NC(=O)NCCN1C(=O)C2C3C=CC(C3)C2C1=O (stereo unspecified)	13	12	9	10	4	9	1.0	-2
Cc1cccc2cc(COC(=O)c3cccc([N+](=O)[O-])c3)c(=O)[nH]c12	14	-12	1	6	-7	-2	0.2	-1
CCOC(=O)N1CCN(C(=O)CCSCCc2ccncc2)CC1	5	10	1	1	14	1	-1.6	-4
COc1cccc(CNCCSc2nnnn2C)c1OC	6	-4	-19	7	7	-12	-1.2	-1
Cc1cccc(C(=O)OCC(=O)Nc2ccc(F)cc2)c1	-38	2	20	13	-5	-2	1.3	4
COCCn1c(SCC(=O)N2CCCc3ccccc32)nnc1-c1ccco1	16	-14	-9	4	-7	17	-0.5	3
CCOc1ccccc1NC(=O)Cn1c(=O)c(OCC)nc2cnccc21	15	5	1	10	-4	6	2.7	-2
COc1ccc(S(=O)(=O)NCCc2ccccn2)cc1	-11	7	-7	0	5	11	-1.1	-1

# Reprinted from the part before: four entries, then new ones.
smiles	tim10-1 inh	Mdm2-MdmX inh	TIM10 inh	697 NFkB inh	Jurkat NFkB inh	tim23-1 inh	CHOP UPR activ	XBP1 UPR activ
Cc1cccc(C(=O)OCC(=O)Nc2ccc(F)cc2)c1	-38	2	20	13	-5	-2	1.3	4
COCCn1c(SCC(=O)N2CCCc3ccccc32)nnc1-c1ccco1	16	-14	-9	4	-7	17	-0.5	3
CCOc1ccccc1NC(=O)Cn1c(=O)c(OCC)nc2cnccc21	15	5	1	10	-4	6	2.7	-2
COc1ccc(S(=O)(=O)NCCc2ccccn2)cc1	-11	7	-7	0	5	11	-1.1	-1
CCOc1ccc(N(CC(=O)NC2CCCCCC2)S(=O)(=O)c2ccccc2)cc1	6	19	6	-9	2	4	1.4	-3
O=C(/C=C/c1ccc2c(c1)OCO2)NCCCN1CCOCC1	9	5	-1	-20	-13	-6	1.3	0
CCCCOC(=O)c1ccc(NC(=O)COC(=O)C2CSC3(C)CCC(=O)N23)cc1 (stereo unspecified)	10	4	5	7	-30	17	0.0	-2
CCCc1cc(C(=O)N/N=C/c2ccc(C)o2)c2ccccc2n1	23	39	18	-9	19	14	-0.3	-1
CC(=O)c1ccc(N2CCN(C(=S)Nc3ccccc3C(F)(F)F)CC2)cc1	17	31	11	1	8	29	-0.3	-2
CN1C(=O)c2ccccc2Sc2ccc(NC(=O)N3CCOCC3)cc21	11	10	-10	9	-12	5	-0.6	-1
Cc1ccc(S(=O)(=O)Nc2nc3ccccc3nc2N2CCc3ccccc3C2)cc1	15	-80	-2	-175	-88	4	5.0	-2
Cc1ccccc1C(=O)NC1CCN(CC(=O)Nc2nccs2)CC1	8	-3	12	-10	-1	6	-1.3	-1
CCN(C(=O)CSc1nc(-c2ccccc2)c(-c2ccccc2)[nH]1)C1CCS(=O)(=O)C1 (stereo unspecified)	4	3	12	-17	-6	11	0.5	4
Cc1cc(F)ccc1NC(=O)C1CCN(C(=O)Nc2ccccc2)CC1	-5	13	1	-8	-2	23	0.5	1
COc1ccc(C)cc1NC(=O)NC(C)c1ccncc1 (stereo unspecified)	10	-11	0	9	8	7	-3.5	-4
COc1ccccc1CCNS(=O)(=O)CCNC(=O)c1ccccc1	4	20	1	5	1	-13	-0.1	-6
Cc1ccc(NC(=S)N(CCCN2CCCC2)Cc2cccn2Cc2ccc(Cl)cc2)cc1Cl	-113	76*	-159	-3	1	-8	6.0	23
COc1ccccc1NC(=O)c1cccs1	-11	11	-8	6	9	4	0.9	0
COCCOC(=O)c1nccnc1C(=O)Nc1ccc(S(=O)(=O)N2CCOCC2)cc1	-9	16	-5	4	3	-9	-0.5	-4
CCOCC(=O)Nc1cc(C(F)(F)F)ccc1Oc1cccc(Br)c1	0	15	1	-4	17	-11	-3.6	1
CC1CCN(S(=O)(=O)c2ccc3c(c2)N(CC(=O)NCc2cccnc2)C(=O)CS3)CC1	5	18	-8	11	-13	20	-1.1	-1
Cc1ccc(NS(=O)(=O)c2c(C)[nH]c(=O)[nH]c2=O)cc1C	0	-12	1	12	4	6	0.5	-3
CCOc1cc(C2C(C(=O)O)c3cc(OCC)c(OCC)cc3C(=O)N2C)ccc1O (stereo unspecified)	0	9	4	9	-3	-7	0.0	-2
COc1ccc(C(=O)N/N=C/c2ccc(OC)c(CN3CCc4cc(OC)c(OC)cc4C3C)c2)cc1 (stereo unspecified)	14	15	17	7	-5	-8	2.9	-2
O=C(CN1CCN(c2ccccc2)CC1)Nc1ccccc1C(F)(F)F	19	23	-2	1	-5	35	1.3	-6
Cc1ccc(S(=O)(=O)N2CCC(C(=O)NNS(=O)(=O)c3ccc(Cl)cc3)CC2)cc1	12	17	11	9	7	12	0.9	-2
COc1ccc2c(c1)C(=O)N(c1ccccc1C)C(=O)C2(C)C	47*	23	33	-20	17	32	0.9	4
COc1ccc(-c2csc(NC(=O)c3ccc(C(C)(C)C)cc3)c2C(=O)O)cc1	84*	29	73*	-180	-16	85*	8.1	3
CN(CC(=O)NNC(=O)Cc1ccccc1F)S(=O)(=O)c1ccc(Cl)cc1	-1	13	8	-29	-9	19	-0.1	2
COc1cc(C(=O)Nc2ccc3c(c2)N(C(=O)CN2CCN(C)CC2)c2ccccc2CC3)cc(OC)c1OC	27	38	14	-26	-53	8	-0.5	-3
O=C(O)Cc1cn(Cc2cccc(Cl)c2)c2ccccc12	14	-36	16	-6	9	10	-0.5	2
NC1=NC2=C(CCCC2)C2(CCCCC2)S1	18	38	-13	-32	1	-3	-0.2	-1

# Rows were taken by chance, and some 6.6% of all compounds hit somewhere here.
